Screening data from PubChem BioAssay.
West Nile virus CPE – West Nile virus antiviral activity, cell-based, CPE readout (AID 1621); West Nile virus-infected cells, CPE inhibition; higher % means a stronger effect; one-dose CPE inhibition, % at 10 µM; IC50 in µM for titrated hits; 290,000 tested, 0.02% active; in the data active means a potency from the dose series; inconclusive means CPE inhibition mostly from about 3.7% at the one dose, without a potency; inactive means the rest, 99 in 100 with CPE inhibition below about 2.2%; further: strong numbers were not always called active
Dengue-2 NS5 capping – Dengue-2 NS5 methyltransferase inhibitors, primary screen, biochemical, confirmation dose response (AID 588689). Genome polyprotein (Dengue virus type 2 (strain 16681-PDK53)). Dengue-2 NS5 methyltransferase capping enzyme assay, biochemical; higher % means a stronger effect. inhibition, % at 25 µM; hits with a dose series show IC50 in µM. 340,000 tested, 0.3% active; in the data active means a potency from the dose series; inconclusive means inhibition above about 29% without an active follow-up result
NOD1 NF-kB reporter – NOD1 signaling inhibitors, primary screen, cell-based, luminescence, uHTS (AID 1578). NOD1-driven NF-kB luciferase reporter cells, luminescence; higher % means a stronger effect. inhibition, % at 4 µM; hits with a dose series show EC50 in µM. 290,000 tested, 1% active; in the data active means inhibition mostly above about 36%, no sharp cut-off; inactive means mostly below about 34%;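 further: HEK-293T reporter cells stimulated with the NOD1 agonist gamma-tri-DAP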
HIV peptide binding – inhibitors of HIV fusion peptide binding, primary screen, biochemical, uHTS, fluorescence dequenching (AID 1986). one-dose inhibition, % at 20 µM; IC50 in µM for titrated hits. cell-free peptide binding, fluorescence dequenching, 30 min; higher % means a stronger effect. 290,000 tested, 0.3% active; in the data active means inhibition mostly above about 52%, no sharp cut-off; inactive means mostly below about 76%; further: some results filed as inactive read as strong as hits
GPR55 beta-arrestin – GPR55 agonists via beta-arrestin recruitment, primary screen, imaging, U2OS cells, beta-arrestin-GFP redistribution (AID 1961) | G-protein coupled receptor 55 (Homo sapiens) | U2OS GPR55 beta-arrestin-GFP redistribution imaging; higher % means a stronger effect | activation, % at 10 µM, or EC50 in µM where a hit was titrated | 290,000 tested, 0.048% active;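 active means activation above 40% with more than 50 cells counted in the well; inconclusive means wells holding fewer than 50 cells, flagged as toxic or sparse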;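 further: U2OS osteosarcoma cells stably expressing GPR55 and beta-arrestin-GFP; plate controls were DMSO negative control for no effect and LPI positive control for full effect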
KOR beta-arrestin-1 – KOR agonists, beta-arrestin recruitment, primary screen, cell-based, luminescence, uHTS (AID 1777); Kappa-type opioid receptor (Homo sapiens); 280,000 tested, 0.02% active; activation, % at 10 µM, or EC50 in µM where a hit was titrated; KOR beta-arrestin recruitment, luminescence; higher % means a stronger effect; in the data active means activation above about 50%, passing the limit was not always enough; further: a part of the inactive calls stands beside numbers as strong as those of hits
GPR55 antagonists – GPR55 antagonists blocking LPI-driven arrestin recruitment, primary screen, imaging, U2OS, beta-arrestin-GFP, LPI agonist (AID 2013); inhibition, % at 10 µM, or IC50 in µM where a hit was titrated; 290,000 tested, 0.13% active; U2OS GPR55 beta-arrestin-GFP translocation imaging, LPI antagonism; higher % means a stronger effect;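 active means spots per cell inhibited over 60%, with over 100 cells counted and total cytoplasm intensity under 500,000; inconclusive means wells with under 100 cells, flagged as likely toxic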;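 further: U2OS cells stably carrying GPR55 and arrestin-GFP stimulated by 5 µM LPI near EC80; imaged beta-arrestin-GFP aggregate spots per cell after agonist stimulation; plate controls were LPI-stimulated DMSO wells for no effect and DMSO wells without LPI for full effect; some results filed as inactive read as strong as hits; confirmed hits need IC50 under 10 µM and bright autofluorescent wells are also inconclusive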
GPR35 arrestin U2OS – GPR35 antagonists blocking zaprinast-driven arrestin recruitment, primary screen, imaging, U2OS, beta-arrestin-GFP, zaprinast agonist (AID 2058). 290,000 tested, 0.052% active. U2OS GPR35 beta-arrestin-GFP translocation imaging, zaprinast antagonism; higher % means a stronger effect. inhibition, % at 10 µM, or IC50 in µM where a hit was titrated. G-protein coupled receptor 35 (Homo sapiens);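 active means inhibition of at least 50% with at least 30 cells and total cytoplasm GFP at most 10,000,000; inconclusive means under 30 cells or total GFP of 10,000,000 plus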
KOR beta-arrestin-2 – KOR antagonists, beta-arrestin recruitment, cell-based, luminescence, uHTS (AID 1778). Kappa-type opioid receptor (Homo sapiens). 290,000 tested, 0.091% active. inhibition, % at 10 µM, or IC50 in µM where a hit was titrated. KOR beta-arrestin recruitment, luminescence, antagonist mode; higher % means a stronger effect; in the data active means inhibition above about 50%; further: strong numbers were not always called active
Dengue-2 NS5 capping pilot replicate – also measured in Dengue-2 NS5 capping; calls as there; inhibition, %; measured here: pilot screen replicate inhibition
* hit, by the source's call; ? = inconclusive; / = no result given; & = joins results of further samples; [ ] = another dose, or the depositor's remark. Not all compounds are listed. The share of hits here may be higher or lower than overall.

SMILES	West Nile virus CPE	Dengue-2 NS5 capping	NOD1 NF-kB reporter	HIV peptide binding	GPR55 beta-arrestin	KOR beta-arrestin-1	GPR55 antagonists	GPR35 arrestin U2OS	KOR beta-arrestin-2	others
O=C(CNC(=S)N(CCCN1CCOCC1)Cc1cccs1)N1CCCCCC1	-0.5%	-4.4%	-20.6%	0.9%	-0.5%	2.3%	12.6%	9.6%	-43.7%
COc1cc(C(=O)NNC(=S)NCc2ccco2)cc(OC)c1OC	0.9%	-4.7%	-16.3%	-2.7%	-0.9%	-5.2%	10.4%	2.8%	-4.2%
S=C(Nc1ccc(Cl)c(Cl)c1)NC1CCN(Cc2ccccc2)CC1	-0.6%	-11.7%	-28.5%	0.7%	-0.3%	2.8%	-3.0%	-1.8%	-12.7%
Cn1cnnc1SC1CCCCC1NS(=O)(=O)c1ccc(Cl)cc1 (centres undefined)	-0.9%	-7.6%	-8.9%	-2.2%	0.1%	0.4%	6.3%	15.7%	-2.6%
CSCc1ccc(C(=O)N2CCC(N3CCC(C(=O)NC(C)C)CC3)CC2)o1	-0.1%	1.9%	-26.6%	3.2%	0.2%	3.2%	3.0%	5.2%	-2.2%
CCOc1ccc(NC(=O)CCC(=O)NNC(=O)c2ccc(Br)o2)cc1	-0.1%	-0.8%	-4.4%	1.2%	0.3%	5.2%	-1.9%	7.0%	-31.4%
Cc1cccc(NC(=O)c2sc3nc(N4CCOCC4)c4c(c3c2N)CCCC4)c1	0.8%	9.6%	-27.2%	0.5%	-0.1%	7.5%	15.5%	8.7%	-78.2%
Cc1cc([N+](=O)[O-])cc2c1NC(c1ccccn1)C1CC=CC21 (centres undefined)	0.9%	8.7%	-13.8%	14.9%	0.0%	/	-5.3%	-1.4%	-2.9%[20 µM]
O=C(CSc1nnc(Cc2cc(=O)[nH]c(=O)[nH]2)n1-c1ccc(F)cc1)NC1CCCC1	-0.5%	8.0%	6.4%	3.7%	-0.1%	-0.8%	-17.9%	-0.2%	-11.9%
O=C(NNC(=O)c1nn(-c2ccc(F)cc2)ccc1=O)c1ccc(C(F)(F)F)cc1	-0.3%	-6.2%	-13.2%	-1.1%	0.6%	6.4%	0.1%	21.4%	-16.1%
CCOc1ccc(C(=O)OCC(=O)N2CC(C)OC(C)C2)cc1OCC (centres undefined)	-0.4%	8.1%	-44.9%	-1.0%	-0.1%	2.1%	-16.8%	-10.3%	-4.5%
CCOC(=O)Cn1c(C)cc(=O)c2cccc(C)c21	-0.1%	-5.9%	2.7%	2.8%	0.2%	-8.3%	11.3%	0.0%	8.3%
Cc1cc(Br)ccc1OCC(=O)N(Cc1nc(-c2ccccc2)no1)C(C)C	-1.0%	-2.0%	-6.7%	0.9%	-0.2%	0.0%	8.2%	-23.4%	22.3%
Cc1cc(/C=N/n2cnnc2)c(C)n1-c1ccc(OCc2ccc(F)cc2)cc1	?	-4.1%	35.0%	0.8%	0.0%	0.2%	5.6%	20.1%	-25.5%
COc1ccccc1/C=N/NC(=O)CNC(=O)c1ccc(S(=O)(=O)N2CCCC2)cc1	0.0%	-8.9%	-28.9%	0.4%	-0.1%	-2.0%	-4.1%	-1.3%	-26.7%
Cc1[nH]c2ccccc2c1[C@H]1[C@@H](CC#N)C1(C)C	-0.9%	-4.0%	14.3%	-1.9%	0.4%	-2.0%	30.6%	23.4%	8.2%
Cc1cc(NC(=O)COc2cccc([N+](=O)[O-])c2)no1	-0.5%	-11.7%	-18.8%	0.2%	0.0%	6.4%	-20.9%	-4.7%	-26.9%
CC(=O)NC(Cc1ccccc1F)C(=O)NC1CCN(C(=O)c2cnccn2)CC1 (centres undefined)	0.5%	3.2%	-15.1%	1.0%	-0.2%	0.1%	-2.4%	11.7%	-5.5%
O=C(Nc1ccc(Cl)c(C(F)(F)F)c1)c1ccco1	-0.1%	-1.0%	/	-0.1%	-0.4%	0.2%	13.8%	2.2%	1.9%
CC(C)=CCN1CCN(Cc2cn[nH]c2C2CCCCC2)CC1CCO (centres undefined)	-0.3%	/	-11.0%	-1.6%	0.1%	-5.7%	-8.9%	-8.7%	2.4%
COC(=O)CCCn1c(C)cc(C(=O)CCl)c1C	1.0%	-5.3%	17.0%	0.1%	-0.3%	-0.7%	15.2%	-21.2%	-4.4%
Cc1ccc(-n2c(C)cc(C(=O)COc3c(CO)cc(F)cc3CO)c2C)cc1C	-0.4%	-6.4%	11.6%	-0.3%	0.6%	2.0%	14.4%	-1.9%	-0.9%
CC1CN(C(=O)/C=C/c2ccc3c(c2)OCO3)CC(C)O1 (centres undefined)	0.1%	-0.8%	-16.8%	0.9%	0.1%	0.0%	9.4%	-5.5%	2.9%
COc1cc(C(=O)N=c2sc3c(C)ccc(OC)c3n2C)cc(OC)c1OC	-0.1%	0.8%	-0.7%	1.7%	-0.1%	1.8%	-5.5%	-10.1%	-40.3%
CCOC(=O)[C@@H]1[C@H]2COc3cc(OC)ccc3[C@@H]2N2C(=O)N(c3cccc(Cl)c3)C(=O)[C@]12C	-1.3%	-2.4%	-26.2%	1.6%	0.0%	-2.6%	6.6%	-0.5%	9.9%[20 µM]
O=C(COC(=O)c1ccccn1)c1ccc(Br)cc1	0.1%	-5.9%	-4.0%	-0.5%	-0.2%	0.1%	6.4%	2.7%	2.8%
CCC(C)Cn1c(S(=O)(=O)O)nc2ccccc21 (centres undefined)	0.9%	-1.1%	-4.1%	2.4%	-0.3%	-1.9%	0.3%	2.3%	-14.7%
O=S(=O)(c1ccccc1S(=O)(=O)N1CCCCC1)N1CCCCC1	0.3%	7.2%	/	-0.9%	-0.1%	0.4%	19.1%	-2.0%	-0.6%
Oc1c(Br)cc(Br)cc1CNc1nccs1	-0.2%	-5.2%	-0.9%	-0.8%	0.0%	2.7%	2.4%	4.5%	-15.5%
N#Cc1c(-c2ccccc2)[nH]c(=O)[nH]c1=O	2.2%	8.1%	-29.2%	-0.7%	0.8%	-3.4%	10.8%	6.6%	4.3%
CCCn1c(N2CCN(C(=O)/C=C/C(=O)O)CC2)nc2ccccc21	-0.1%	/	-29.3%	1.9%	0.2%	0.0%	1.8%	0.2%	-17.7%
CCOC(=O)N1CCC(NCCNC(=O)c2ccccc2)CC1	0.0%	-0.8%&0.0%	-17.7%	-1.3%	-0.1%	5.5%	0.7%	6.2%	17.8%
COc1ccccc1-n1nnnc1SCC(=O)N(CC(C)C)C1CCS(=O)(=O)C1 (centres undefined)	-0.6%	-3.2%	-15.3%	0.8%	-0.1%	0.6%	12.6%	-0.5%	-18.1%
Cc1ccc(-c2nc3cc(N)ccc3o2)cc1	/	-8.2%	-13.7%	-0.9%	-0.2%	-0.6%	5.4%	-4.0%	-13.4%	Dengue-2 NS5 capping pilot replicate=2.7
Cc1ccc(/C(CSc2nccn2-c2ncc(C(F)(F)F)cc2Cl)=N\O)cc1	-0.8%	-8.3%	8.0%	1.9%	-0.3%	0.5%	0.9%	3.1%	-4.0%
CCOC(=O)c1ccccc1CN1C(=O)c2ccccc2S1(=O)=O	0.1%	-9.2%	18.6%	-2.3%	0.0%	0.5%	-0.6%	-8.6%	25.7%
COc1ccccc1CC(=O)NC1CCC(C)CC1 (centres undefined)	0.7%	/	-31.2%	0.1%	-0.8%	-4.7%	8.1%	3.4%	1.6%
COc1ccc(N2CCN(C(=O)CCc3nnc4ccc(N5CCOCC5)nn34)CC2)cc1	0.2%	-3.5%	-23.5%	-0.8%	0.3%	2.4%	-16.8%	-13.4%	-28.6%
Cc1ncc([N+](=O)[O-])n1CCOC(=O)c1ccc(Cl)cc1Cl	0.1%	-0.7%	3.0%	0.5%	1.0%	3.8%	4.7%	8.1%	8.7%
O=C(NCc1nc2ccccc2[nH]1)c1ccccc1F	0.1%	/	2.2%	-1.2%	-0.1%	-0.9%	1.5%	12.5%	-0.5%
Cc1ccc(Oc2cc(NC(=O)CCCn3nc([N+](=O)[O-])cc3C)cc([N+](=O)[O-])c2)cc1	-1.6%	-14.3%	-13.5%	-2.2%	0.1%	0.8%	19.2%	-9.6%	12.0%
COCc1ccc(C(=O)NC2CCCc3c2cnn3-c2cc(C)cc(C)c2)s1 (centres undefined)	-0.1%	-8.0%	36.3%	-0.5%	-0.2%	2.1%	-8.2%	-6.2%	3.2%
CNC(=O)NC(=O)CSc1nc2ccccc2n1CCOC	0.0%	2.4%	-36.0%	-3.1%	-0.1%	-1.5%	9.5%	1.4%	14.6%
COc1ccc(CCNC(=S)NC2CCN(Cc3ccccc3)CC2)cc1	-0.6%	0.7%	-0.4%	-0.3%	1.0%	6.5%	16.1%	-3.5%	-39.8%

Gathered by group: those above with an NH in an aromatic ring (5)
SMILES	West Nile virus CPE	Dengue-2 NS5 capping	NOD1 NF-kB reporter	HIV peptide binding	GPR55 beta-arrestin	KOR beta-arrestin-1	GPR55 antagonists	GPR35 arrestin U2OS	KOR beta-arrestin-2	others
O=C(CSc1nnc(Cc2cc(=O)[nH]c(=O)[nH]2)n1-c1ccc(F)cc1)NC1CCCC1	-0.5%	8.0%	6.4%	3.7%	-0.1%	-0.8%	-17.9%	-0.2%	-11.9%
Cc1[nH]c2ccccc2c1[C@H]1[C@@H](CC#N)C1(C)C	-0.9%	-4.0%	14.3%	-1.9%	0.4%	-2.0%	30.6%	23.4%	8.2%
CC(C)=CCN1CCN(Cc2cn[nH]c2C2CCCCC2)CC1CCO (centres undefined)	-0.3%	/	-11.0%	-1.6%	0.1%	-5.7%	-8.9%	-8.7%	2.4%
N#Cc1c(-c2ccccc2)[nH]c(=O)[nH]c1=O	2.2%	8.1%	-29.2%	-0.7%	0.8%	-3.4%	10.8%	6.6%	4.3%
O=C(NCc1nc2ccccc2[nH]1)c1ccccc1F	0.1%	/	2.2%	-1.2%	-0.1%	-0.9%	1.5%	12.5%	-0.5%
